PTAP TSG101 blk: blocks PTAP/TSG101 interaction to inhibit HIV-1 budding; Q99816; Fluorescence polarization, FITC-PTAP peptide / Tsg101 binding; Potency, µM (doses to about 115 µM), for inactives: at the highest dose activity change, negative = inhibition, hits mostly inhibitors; 340,000 tested, under 10 active; active = well fitted inhibition curve with a large enough effect in the main read-out, with a control signal flat, not every such curve was filed as active; inconclusive = small, poorly fitted or top-dose-only effect, or effect the other way, or a change in a side signal; inactive = no such curve, though single readings can be large or run the other way; note: potency is the fitted concentration of half-maximal effect; % of control where 0% means no effect
Target sequence (Q99816 whole entry, looked up): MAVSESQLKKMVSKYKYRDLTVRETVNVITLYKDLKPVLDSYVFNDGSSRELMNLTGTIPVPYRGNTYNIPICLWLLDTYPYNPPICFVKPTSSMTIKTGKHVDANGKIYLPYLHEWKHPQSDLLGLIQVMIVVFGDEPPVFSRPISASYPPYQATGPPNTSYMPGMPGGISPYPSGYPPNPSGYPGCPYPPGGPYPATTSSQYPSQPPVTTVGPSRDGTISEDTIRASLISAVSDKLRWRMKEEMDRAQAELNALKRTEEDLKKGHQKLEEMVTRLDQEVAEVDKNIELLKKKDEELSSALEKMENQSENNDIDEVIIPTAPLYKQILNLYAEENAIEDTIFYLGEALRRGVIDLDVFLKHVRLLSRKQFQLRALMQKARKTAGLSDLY
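Steps: Tsg101 binding domain dispensed (10 uM final), compounds pinned in DMSO, FITC-labeled PTAP-motif peptide added (50 nM final); after 20 min binding at room temperature, polarization measured.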
AT treatment: potential ataxia-telangiectasia treatments restoring KAP-1 phosphorylation | […] A-T fibroblasts, KAP-1 phosphorylation AlphaLISA; neocarzinostatin DNA damage 30 min before lysis | Potency, µM (highest dose often 57.5 µM), for inactives: at the top dose activation, hits mostly activators | 320,000 tested, 0.19% active | AID 485349; note: potency is the fitted concentration of half-maximal effect; % of control where 0% means no effect; nearly all actives have a fitted effect of over 45% in size
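ATM-like activity read as KAP-1 phosphorylation via AlphaLISA donor/acceptor antibody pairs after lysis and 6 hr at 25C. Cells were ATM-null patient fibroblasts ([…], hTERT), dosed 60 min, then exposed to the DSB inducer NCS for 30 min.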
ASM inhibitor: inhibitors of human secretory acid sphingomyelinase | P17405 | placental ASM, HMU-PC fluorogenic substrate, 60 min | Potency, µM (titrated, usually from 57.5 µM), without a hit: at the top dose activity change, negative = inhibition, usual class: inhibitors | 340,000 tested, 0.006% active | AID 504937; note: potency is the fitted concentration of half-maximal effect
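Human placenta-derived ASM enzyme was preincubated with compound for 10 minutes at room temperature, then given fluorogenic substrate HMU-PC0 (9 uM final) for 60 minutes at 37 °C; a pH 10 stop preceded fluorescence reading at Ex 386/Em 447 nm.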
TCR activator: activates T cell receptor signaling; primary human leukocytes, anti-CD3, IL-2 HTRF, 48 h; Potency, µM (series often up to 9.22 µM), for inactives: at the highest dose activation of IL-2 secretion, usual class: activators; 330,000 tested, under 10 active; note: % of control where 0% means no effect
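Using a-CD3 beads without co-stimulation, primary human leukocytes were exposed to compounds for 48 hr. An HTRF IL-2 kit measured the cytokine, with europium-to-d2 energy transfer producing emission at 665nm upon 320nm excitation.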
Integrin act MD: integrin-mediated muscular dystrophy alleviation activation | alpha7betagal myoblasts, beta-gal FDG fluorescence, 48 h | Potency, µM (doses to about 38.3 µM), inactives show at the highest dose activation, most hits filed as activators | 350,000 tested, 0.064% active;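 note: potency is the fitted concentration of half-maximal effect; 100% = response of the positive control SU9516; nearly all actives have a fitted effect of over 60% in size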
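Alpha7betagal+/- myoblasts (passage 13) were plated 16-24 hr, then exposed to compounds (1:260 dilution of DMSO stock) for 48 hours at 37C. After MPER lysis, β-galactosidase reporter activity was read as FDG fluorescence (ex 480/em 540) after 30 minutes.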
ELG1 repair inh: ELG1-dependent DNA repair inhibition; HEK293T ELG1-luciferase reporter, luminescence, 16 h; DNA damage induced by 5-fluorouridine; Potency, µM (highest dose often 46.1 µM), for inactives: at the highest dose activity change, negative = inhibition, actives largely listed as inhibitors; 330,000 tested, 2.3% active; note: potency is the fitted concentration of half-maximal effect; % is set by controls: 0 for no effect and ±100 for the full control effect; nearly all actives have a fitted effect of over 55% in size
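Reporter activity after DNA damage by 5-fluorouridine is monitored. Compound-treated cells incubate 16 hr at 37 °C, then ONE-Glo is added for 30 min before luminescence reading.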
Mito fusion yeast: inhibitors of mitochondrial division or activators of mitochondrial fusion. S. cerevisiae fusion-defective mutant growth rescue, CellTiterGlo 48 h. Potency, µM (titrated, usually from 46.1 µM), inactives show top-dose growth rescue (activation), actives largely listed as activators. 320,000 tested, 0.23% active. AID 485298;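 note: potency is the fitted concentration of half-maximal effect; % of control where 0% means no effect; nearly all actives have a fitted effect of over 45% in size; temperature-sensitive fusion mutants such as fzo1-1 at 37 °C on non-fermentable ethanol glycerol medium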
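Yeast fusion mutant, YPEG (non-fermentable carbon), compound, 48 h at 37C non-permissive; CellTiterGlo added, 10 min RT, luminescence read. Rescued growth = division inhibition.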
Chronic BCR inh: blocks chronic active B-cell receptor signaling; ABC-DLBCL IkBa-CBG/CBR reporter, luminescence ratio, 4 h; Potency, µM (doses to about 46.1 µM), without a hit: at the highest dose ratio change, negative = lower green/red ratio, actives largely listed as inhibitors; 340,000 tested, 0.05% active; active = well fitted inhibition curve with a large enough effect in the signal ratio, with a control signal flat, not every such curve was filed as active; inconclusive = small, poorly fitted or top-dose-only effect, or effect the other way, or a change in a side signal; the % refers to the signal ratio;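 note: potency is the fitted concentration of half-maximal effect; plate controls were basal doxycycline-induced cells for no effect and cells given 10 µM MG132 for full effect; MG132 reads +100%, hits lower the ratio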
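TMD8 ABC-DLBCL cells carrying doxycycline-inducible green luciferase fused to IkappaBalpha plus unfused red luciferase were exposed to compounds (up to 46 uM) for 4 hrs at 37C. Activity came from the overlap-corrected green/red luminescence ratio.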
TSHR antagonist: human thyrotropin receptor antagonism; AID 504810; P16473; activity change, negative = inhibition, % at 11.5 µM; 330,000 tested, 0.2% active; TSHR-expressing cells, TSH-stimulated cAMP HTRF, 2 h; stronger effect = lower value;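 active = activity change below a set negative limit, meaning inhibition stronger than a set level, cut at about -70% in these data; inconclusive = activity change between two set negative limits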; note: % is set by controls: 0 for no effect and ±100 for the full control effect
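Cell-based HTRF cAMP assay; TSHR cells + compound, TSH EC80 (4nM final), 2 h, 37 deg C. Lysis with anti-cAMP cryptate and cAMP-d2, 30 min RT, read 665/620 nm.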
Tb PFK block: blocks T. brucei phosphofructokinase. O15648. T. brucei PFK, ADP-Glo luminescence. Potency, µM (titrated, usually from 57.5 µM), for inactives: at the highest dose activity, negative = inhibition, most hits filed as inhibitors. 330,000 tested, 0.17% active;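 note: potency is the fitted concentration of half-maximal effect; 0% = uninhibited 1x PFK enzyme wells and -100% = no-enzyme wells; nearly all actives have a fitted effect of over 60% in size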
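Activity is normalized to no-enzyme wells (full inhibition) and 1.25 nM enzyme wells (no inhibition). Reaction: 0.5 mM F6P, 0.1 mM ATP, 45 min RT, ADP-Glo luminescence; concentration-response curves fitted and classed by quality.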
Eya2 phos inh: Eya2 (human) phosphatase inhibition; O00167; recombinant Eya2, OMFP fluorescence dephosphorylation (OMFP is methylfluorescein phosphate); Potency, µM (highest dose often 76.9 µM), inactives show at the highest dose activity, negative = inhibition, most hits filed as inhibitors; 330,000 tested, 0.006% active; note: potency is the fitted concentration of half-maximal effect; % is set by controls: 0 for no effect and ±100 for the full control effect
Target sequence (O00167 whole entry, looked up): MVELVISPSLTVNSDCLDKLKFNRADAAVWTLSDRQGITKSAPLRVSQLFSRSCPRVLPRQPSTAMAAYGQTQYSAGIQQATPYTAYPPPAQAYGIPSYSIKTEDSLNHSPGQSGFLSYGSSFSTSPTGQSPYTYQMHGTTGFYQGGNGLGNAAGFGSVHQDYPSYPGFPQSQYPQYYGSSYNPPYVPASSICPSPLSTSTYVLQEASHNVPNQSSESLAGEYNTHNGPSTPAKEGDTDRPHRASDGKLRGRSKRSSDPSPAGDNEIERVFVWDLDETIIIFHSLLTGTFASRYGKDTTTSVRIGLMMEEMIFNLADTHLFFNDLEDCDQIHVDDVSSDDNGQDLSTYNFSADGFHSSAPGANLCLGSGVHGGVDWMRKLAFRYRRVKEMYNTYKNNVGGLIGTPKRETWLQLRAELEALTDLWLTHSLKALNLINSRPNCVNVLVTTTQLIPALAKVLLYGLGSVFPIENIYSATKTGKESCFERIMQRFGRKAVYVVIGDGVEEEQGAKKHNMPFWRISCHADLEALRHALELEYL
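Eya2 protein (added as 0.2 uM solution) was preincubated with compound for 10 min at ambient temperature in 50 mM HEPES pH 7.5, 50 mM NaCl, 5 uM MgCl2, 0.05% BSA, 1 mM DTT. OMFP (added at 50 uM) then reacted 10 min; fluorescence read at 485/525 nm.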
* marks the source's active call; other numbers are inactive results; i = inactive; ? = inconclusive; . = not tested or not shown; [ ] = remark or other dose. Unless noted, calls come from the whole dose curve; as a rule, active = well fitted curve in the direction sought with a large enough effect; inconclusive = small, poorly fitted or top-dose-only effect, or another doubt; inactive = no such curve, though single readings can be large; an effect the other way counts as inactive or inconclusive.

structure	PTAP TSG101 blk	AT treatment	ASM inhibitor	TCR activator	Integrin act MD	ELG1 repair inh	Mito fusion yeast	Chronic BCR inh	TSHR antagonist	Tb PFK block	Eya2 phos inh
CC(OC(=O)c1nn(C(C)C)c(=O)c2ccccc12)C(=O)Nc1ncc(Cl)cc1Cl (centres undefined)	2%	-2%	0%	-5%[46.1 µM]	11%	-7%	-3%	-12%	-5	9%	-9%
CCn1cc(-c2csc(N)n2)c(C)n1	-3%	-2%	0%	3%	-20%	3%	2%	0%	4	-3%	5%
CCN(CC)C(=S)SCc1csc(CC(=O)Nc2ccccc2C)n1	3%	1%	-7%	-4%	0%	-17%	-5%	5%	1	1%	-7%
Cc1cc(C(=O)OCC(=O)Nc2nnc(C(C)C)s2)c2ccccc2n1	4%	-3%	-2%	11%	26%	-1%	-3%	3%	-15	-1%	-1%
CCn1c2ccccc2c2cc(NC(=O)CSc3nnnn3-c3ccccc3)ccc21	-3%	.	-3%	-44%	3%	.	-5%	.	.	.	.
Cc1nn(C)c(C(=O)Nc2cccc(Nc3ccccc3)c2)c1[N+](=O)[O-]	.	24%	.	.	.	?	-8%	8%	10	1%	4%
N=c1c2c(ncn1CCCO)Oc1c(ccc3ccccc13)C2c1ccccc1 (centres undefined)	-4%	?	-8%	-3%	-65%[inhibitor]	3%	-14%	?	-7	4%	-6%
CCCC(=O)N1CCc2cc(OC)c(OC)cc2C1COc1ccccc1OC (centres undefined)	-3%	-9%	1%	-3%	-22%	-8%	-10%	?	-8	1%	-2%
Nc1c(C(=O)N2CCOCC2)sc2nc(N3CCOCC3)c3c(c12)CCCC3	-7%	11%	i	2%	21%	?	7%	?	0	2%	?
CCOCCCNC(=O)C(NC(=O)CNC(C)=O)c1ccc(C)cc1 (centres undefined)	-5%	-2%	-3%	.	-14%	8%	-1%	?	6	-5%	-14%
C#CCOC(=O)CN1C(=O)c2cccc3cccc(c23)C1=O	-3%	3%	-1%	0%	4%	11%	0%	1%	-9	-1%	-10%
CC1=CC2=NC(=O)/C(=C\c3cn(C)c4ccccc34)C(=N)N2O1	3%	-1%	36%[activator]	.	9%	7%	-2%	1%	5	0%	-19%
COC(=O)c1ccc(SCC(=O)N2CCC(C)CC2)c([N+](=O)[O-])c1	2%	1%	-1%	-1%[46.1 µM]	-11%	2%	7%	10%	-10	-3%	-3%
CCC(C)C(=O)Nc1nccs1 (centres undefined)	0%	0%	0%	-4%	0%	?	-5%	?	16	-1%	4%
CN1CCN(S(=O)(=O)c2cccc(C(=O)Oc3ccc(C(C)(C)C)cc3)c2)CC1	1%	1%	-2%	7%	10%	19%	-1%	1%	-2	6%	13%
O=S(=O)(NCC1CCCO1)c1cccc(C(F)(F)F)c1 (centres undefined)	0%	1%	2%	-3%	6%	5%	-6%	-11%	8	4%	7%
CCCc1cc(=O)[nH]c(SCC(=O)Nc2ccc(C(=O)Nc3ccccc3OC)cc2)n1	-4%	-6%	-1%	10%[46.1 µM]	24%	5%	.	0%	-12	2%	1%
Cc1cc2[nH]c3ccccc3c2cn1	2%	5%	3%	-2%	2%	-21%	4%	?	-9	-2%	-6%
CCOC(=O)Cn1c(=N)n(CCOc2ccc(OC)cc2)c2ccccc21	-2%	-4%	0%	-12%	-9%	0%	-4%	5%	1	4%	-16%
CC(=O)N1CCN(C(=O)COc2ccc(Br)cc2)CC1	-8%	.	-1%	4%	17%	1%	6%	8%	7	-6%	1%
Cc1cccc(NC(=O)Nc2ccc(Oc3c(F)c(F)c(F)c(F)c3F)cc2)c1	-5%	5%	3%	12%	9%	3%	2%	2%	-11	3%	-1%
O=C(Cc1ccc(F)cc1)NCCS(=O)(=O)N1CCN(c2cccc(Cl)c2)CC1	-1%	-2%	-1%	-2%	-10%	-20%	10%	0%	-2	-26%	5%
O=C(CSc1ccccn1)N1CCN(c2ncc(C(F)(F)F)cc2Cl)CC1	0%	8%	3%	17%	-24%	?	-4%	0%	1	4%	?
COc1cc(CC(=O)OCC(=O)Nc2ccc(N(C)C)cc2)cc(OC)c1OC	-11%	-4%	1%	3%	-7%	0%	.	?	.	9%	-23%
COc1cc(/C=C2\C(=O)ON=C2c2ccccc2)cc(Br)c1O	22%	16%	2%	1%	-25%	-1%	-5%	3%	0	16%	0%
CC1=CC(c2ccccc2)=Nc2ccc(C)cc2N1	-2%	24%	3%	-2%[46.1 µM]	3%	?	-3%	?	-6	-8%	-8%
CN(Cc1ccccc1)C(=O)CN1C(=O)c2ccc([N+](=O)[O-])cc2C1=O	-4%	2%	1%	2%	0%	0%	-3%	-18%	35	-19%	?
COc1ccc2nc(NC(=O)CCNC(=O)c3ccccc3Cl)sc2c1	-4%	-2%	2%	-7%	2%	25%	-5%	?	2	-2%	5%
CC(C)(C)OC(=O)N1CCN(C(=O)c2[nH]cnc2C(=O)Nc2ccc(Cl)cc2)CC1	-5%	-2%	-3%	3%	-4%	21µM*	.	3%	3	-3%	-1%
COc1ccccc1/C=C/CN1CCN(c2ccccc2)CC1	-2%	.	-4%	-10%	-1%	-2%	2%	?	12	-7%	-11%
NCCOc1ccc(C2CCCCC2)cc1	-1%	-3%	-1%	2%	-76%[inhibitor]	?	3%	?	10	4%	10%
O=C(Oc1ccc(=O)n(-c2ccccc2)n1)c1cccc(Cl)c1	-2%	-8%	1%	-2%	1%	10%	2%	-1%	4	-2%	13%
COc1cc(OC)c(C2=NOC(C(=O)Nc3ccc4c(c3)OCO4)C2)cc1Cl (centres undefined)	-1%	-2%	-7%	-1%	19%	-27%	5%	-1%	-3	6%	5%
O=C(CC1C(=O)N(c2ccc(Cl)cc2)C(=S)N1CCc1ccncc1)Nc1ccc(F)cc1 (centres undefined)	-2%	3%	-24%	0%	-61%[inhibitor]	1%	8%	?	-19	1%	1%
CCCCSCCCNC(=O)C1CCC(CNS(=O)(=O)c2ccc(NC(C)=O)cc2)CC1 (centres undefined)	-12%	23%	0%	12%	?	8%	4%	1%	10	-9%	18%
COc1cc(/C=N/NC(=O)c2csc3c2CCCC3)cc(OC)c1O	-2%	-10%	-5%	-1%[46.1 µM]	-24%	-1%	-1%	-2%	-7	-4%	-4%
CN1CCN(c2ccccc2NC(=O)C(Cc2ccccc2)n2cccc2)CC1 (centres undefined)	-4%	1%	-3%	6%[46.1 µM]	-56%[inhibitor]	-20%	4%	?	2	0%	-25%
Cc1ccc(C(=S)N2CCN(Cc3ccccc3)CC2)cc1	0%	-1%	0%	11%	6%	?	6%	3%	-5	?	-9%
COc1ccccc1CNC(=O)CCCn1nc(C)c2c(C)n(-c3ccccc3)nc2c1=O	-8%	-4%	-1%	0%	-2%	-9%	-1%	-2%	2	0%	2%
O=C(O)C=C1CCN(c2ncc(C(F)(F)F)cc2Cl)CC1	-2%	6%	-1%	.	13%	?	-1%	?	-3	1%	0%
O=C(NC1CCCCCC1)c1ccccc1-c1ccccc1	-4%	7%	2%	1%[46.1 µM]	-3%	-2%	14%	-1%	-1	4%	-5%

High-throughput results (PubChem BioAssay)

Compounds were not picked by outcome; overall some 3.2% were active at least once.
